Screening data from PubChem BioAssay.
KCNH2 3.1 inh: qHTS for Inhibitors of KCHN2 3.1: Mutant qHTS; Potassium voltage-gated channel subfamily H member 2, brain isoform KCNH2 3.1 (human); U2OS KCNH2 3.1, thallium flux FluxOr; stronger effect = lower value; activity change, % (tested at about 1.8 µM); 340,000 tested, 0.95% active;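 active = maximum activity change below -70%; inconclusive = maximum activity change from -70% to -50%; inactive = maximum activity change above -50%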;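 note: thallium influx rate constant from kinetic fluorescence after stimulation buffer; % is set by controls: 0 for no effect and ±100 for the full control effect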
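FluxOr-based Tl+ influx in U2OS cells transduced with KCNH2 3.1 virus; rate constants normalized to DMSO controls.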
Coupling enz: qHTS Assay for Inhibitors of Fructose-1,6-bisphosphate Aldolase from Giardia Lamblia: Coupling assay counterscreen; coupling enzyme system counterscreen, AmpLite Red fluorescence; activity change, negative = inhibition, % at 58.2 µM, hits read low; 290,000 tested, 0.67% active; in the data active = activity change below about -30%; note: % is set by controls: 0 for no effect and ±100 for the full control effect
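Counterscreen lacking aldolase: glyceraldehyde-3-phosphate coupling-enzyme reagent preincubated 10 min at RT with compound (at 57.5 uM final), then substrate/coupling system with AmpLite Red added; fluorescence read at 525/598 nm after 20 min RT.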
Giardia kill: Small Molecules that selectively kill Giardia lamblia: qHTS. Giardia lamblia trophozoite viability. activity change, % at 7.66 µM, hits read low. 340,000 tested, 0.15% active. AID 540267, 2011; in the data active = activity change below about -80%; inconclusive = between about -30% and that limit;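 note: parasites exposed to compound for two days anaerobically before the ATP read; % is set by controls: 0 for no effect and ±100 for the full control effect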
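Killing of trophozoites was scored by loss of ATP luminescence after a 48 hrs anaerobic exposure to compounds at 37 deg C, using 100 cells per well.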
NPC1 promoter act: qHTS Assay for NPC1 Promoter Activators | Huh7 NPC1 promoter luciferase reporter, 24 h | Potency, µM (top dose mostly 9.22 µM), inactives show top-dose activation, usual class: activators | 320,000 tested, 2.4% active | AID 485313, 2010;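 note: potency is the fitted concentration of half-maximal effect; % of control where 0% means no effect; nearly all actives have a fitted effect of over 60% in size; reporter is driven by a mutant NPC1 promoter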
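Stable NPC1-promoter luciferase Huh7 line; cpd (DMSO) 24 h, 37 °C, 5% CO2; Amplite luciferase reagent 10 min RT; luminescence readout. qHTS format.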
RORgamma inh: qHTS for inhibitors of ROR gamma transcriptional activity. Nuclear receptor ROR-gamma (Mus musculus), P51450. Potency, µM (top dose mostly 53.6 µM), for the others: at the top dose activity change, negative = inhibition, most hits filed as inhibitors. 310,000 tested, 5.4% active. Drosophila S2 Gal4-RORgamma UAS-luciferase reporter, 20 h; note: potency is the fitted concentration of half-maximal effect; % is set by controls: 0 for no effect and ±100 for the full control effect; nearly all actives have a fitted effect of over 60% in size
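Compounds are pin-transferred onto Drosophila Schneider cells expressing a copper-inducible Gal4–ROR gamma transactivation domain fusion. After 1 hr, copper sulfate is added to 700 uM final; luciferase is read 20 hr later.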
Tb PFK inh: qHTS Assay to Find Inhibitors of T. brucei phosphofructokinase; T. brucei PFK, ADP-Glo luminescence; 330,000 tested, 0.17% active; ATP-dependent 6-phosphofructokinase (Trypanosoma brucei brucei), O15648; AID 485367, 2010; Potency, µM (titrated, usually from 57.5 µM), for the others: top-dose activity, negative = inhibition, actives largely listed as inhibitors;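 note: potency is the fitted concentration of half-maximal effect; 0% = uninhibited 1x PFK enzyme wells and -100% = no-enzyme wells; nearly all actives have a fitted effect of over 60% in size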
Target sequence (O15648 whole entry, looked up): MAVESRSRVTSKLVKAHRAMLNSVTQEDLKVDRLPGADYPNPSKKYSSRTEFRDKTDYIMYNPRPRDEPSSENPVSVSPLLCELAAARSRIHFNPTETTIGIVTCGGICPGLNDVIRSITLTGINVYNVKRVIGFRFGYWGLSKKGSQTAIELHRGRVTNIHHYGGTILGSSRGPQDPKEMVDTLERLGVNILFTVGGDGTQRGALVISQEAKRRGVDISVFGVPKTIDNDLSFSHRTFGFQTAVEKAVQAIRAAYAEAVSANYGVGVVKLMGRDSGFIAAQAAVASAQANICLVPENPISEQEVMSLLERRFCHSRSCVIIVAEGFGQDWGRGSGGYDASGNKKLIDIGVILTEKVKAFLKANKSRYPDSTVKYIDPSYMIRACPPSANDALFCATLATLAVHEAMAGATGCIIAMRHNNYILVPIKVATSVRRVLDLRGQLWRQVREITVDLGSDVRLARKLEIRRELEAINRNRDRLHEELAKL
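Compounds were pin-transferred as a titration series up to 57 uM into substrate buffer (0.5 mM F6P, 0.1 mM ATP, pH 8.0), then 1.25 nM PFK was added and reactions ran 45 min before ADP-Glo detection.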
Rab9 promoter act: qHTS Assay for Rab9 Promoter Activators; Huh7 Rab9 promoter-luciferase reporter, luminescence, 24 h; 320,000 tested, 2.8% active; Potency, µM (titrated, usually from 9.22 µM), without a hit: top-dose activation, negative = inhibition, usual class: activators; note: potency is the fitted concentration of half-maximal effect; % of control where 0% means no effect; nearly all actives have a fitted effect of over 60% in size
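Luciferase signal after 10 min detection reagent at ambient indicates Rab9 promoter upregulation; stably transfected Huh7 cells were treated 24 h with compound in DMSO at 37 °C, 5% CO2.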
uPA generation: qHTS for Inhibitors of Cell Surface uPA Generation. cell surface uPA generation assay, qHTS. Potency, µM (highest dose often 38.3 µM), inactives show top-dose activity change, negative = inhibition, actives largely listed as inhibitors. 330,000 tested, 0.31% active. AID 540303, 2011; active = well fitted inhibition curve with a large enough effect; inconclusive = small, poorly fitted or top-dose-only effect; inactive = no such curve, though single readings can be large or run the other way; tested in mouse RAW 264.7 cells; note: potency is the fitted concentration of half-maximal effect; % is set by controls: 0 for no effect and ±100 for the full control effect; nearly all actives have a fitted effect of over 55% in size
VP16 counter: VP16 counterscreen qHTS for inhibitors of ROR gamma transcriptional activity; Drosophila S2 Gal4-VP16 UAS-luciferase, luminescence, 20 h; Potency, µM (titrated, usually from 53.6 µM), for inactives: top-dose activity, negative = inhibition, actives largely listed as inhibitors; 310,000 tested, 3.5% active; AID 2546, 2010;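 note: Gal4-VP16 expression switched on by copper sulfate through the metallothionein promoter; potency is the fitted concentration of half-maximal effect; % is set by controls: 0 for no effect and ±100 for the full control effect; nearly all actives have a fitted effect of over 50% in size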
FLuc counter: qHTS profiling assay for firefly luciferase inhibitor/activator using purifed enzyme and Km concentrations of substrates (counterscreen for miR-21 project) | purified FLuc, Km substrates, luminescence inhibition | Potency, µM (highest dose often 57.5 µM), for inactives: top-dose activity change, negative = inhibition, most hits filed as inhibitors | 360,000 tested, 6.9% active;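 note: potency is the fitted concentration of half-maximal effect; plate controls were vehicle for no effect and reference inhibitor for full effect; nearly all actives have a fitted effect of over 55% in size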
Target sequence (P08659 whole entry, looked up): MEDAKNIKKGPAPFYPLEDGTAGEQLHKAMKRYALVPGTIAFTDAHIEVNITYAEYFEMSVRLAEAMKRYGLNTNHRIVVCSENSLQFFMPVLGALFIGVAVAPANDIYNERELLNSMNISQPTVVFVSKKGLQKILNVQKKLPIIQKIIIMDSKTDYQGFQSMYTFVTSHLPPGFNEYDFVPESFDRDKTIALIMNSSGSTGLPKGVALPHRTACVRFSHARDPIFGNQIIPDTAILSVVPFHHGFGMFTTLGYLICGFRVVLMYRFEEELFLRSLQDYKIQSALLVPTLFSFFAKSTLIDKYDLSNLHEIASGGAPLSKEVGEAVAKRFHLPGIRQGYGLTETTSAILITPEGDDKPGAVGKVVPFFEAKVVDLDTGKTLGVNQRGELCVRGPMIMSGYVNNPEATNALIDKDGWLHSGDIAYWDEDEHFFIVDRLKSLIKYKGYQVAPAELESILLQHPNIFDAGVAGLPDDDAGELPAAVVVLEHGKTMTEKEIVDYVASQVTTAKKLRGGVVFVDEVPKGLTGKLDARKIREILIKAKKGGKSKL
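Purified P. pyralis luciferase, 10 nM final, with Km-level 10 uM D-luciferin and 10 uM ATP in 50 mM Tris acetate pH 7.5, 10 mM Mg acetate, 0.01% Tween-20, 0.05% BSA; 6-point qHTS titration about 60 µM downward; luminescence read.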
ELG1 genotoxic: qHTS screen for small molecules that induce genotoxicity in human embryonic kidney (HEK293T) cells expressing luciferase-tagged ELG1 | HEK293T ELG1-luciferase reporter, luminescence, 16 h | Potency, µM (top dose mostly 46 µM), for the others: top-dose activity change, positive = activation, actives largely listed as activators | 330,000 tested, 1.3% active | AID 504466, 2011; note: potency is the fitted concentration of half-maximal effect; % of control where 0% means no effect; nearly all actives have a fitted effect of over 60% in size
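ELG1-luciferase HEK293T cells, 2,000/well; compound pinned in; 16 hr, 37 °C, 5% CO2; ONE-Glo, 30 min RT; luminescence on CCD imager.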
The depositor's hits bear a star; ? = inconclusive; / = no result given. Unless noted, calls come from the whole dose curve; as a rule, active = well fitted curve in the direction sought with a large enough effect; inconclusive = small, poorly fitted or top-dose-only effect, or another doubt; inactive = no such curve, though single readings can be large; an effect the other way counts as inactive or inconclusive.

smiles	KCNH2 3.1 inh	Coupling enz	Giardia kill	NPC1 promoter act	RORgamma inh	Tb PFK inh	Rab9 promoter act	uPA generation	VP16 counter	FLuc counter	ELG1 genotoxic
Cn1cccc1C(C#N)c1cccc(F)c1C#N (stereo not given)	-6	0	12	0%	-17%	8%	0%	-9%	7%	4%	-3%
CCOc1nc(NCCO)nc(Nc2cc(Cl)ccc2OC)n1	-5	0	-1	-1%	9%	5%	-11%	11%	-8%	-2%	/
COc1ccc(OC(C)C(=O)N2CC(C)OC(C)C2)cc1 (stereo not given)	24	-1	16	0%	2%	3%	-3%	-1%	-2%	-1%	1%
Cc1ccc(CNC(=O)CSCc2ccccc2F)cc1	-20	3	-11	1%	15%	0%	-2%	4%	-6%	?	15%
CC(C)(C)c1ccc(C(=O)NCCC(=O)NCc2cccs2)cc1	5	1	1	-2%	24%	-3%	1%	-7%	-2%	-12%	2%
CNCC(O)CN1CCN(c2ccccc2OC)CC1 (stereo not given)	-22	1	-14	19%	-2%	3%	9%	-2%	3%	-1%	3%
O=C(Oc1ccc(-c2nnco2)cc1)c1ccco1	3	/	8	-1%	/	0%	-3%	-1%	/	-18%	0%
Cc1ccc(OCC(O)CN2CCCC2)cc1 (stereo not given)	22	3	10	-1%	-20%	2%	-4%	1%	-1%	0%	-1%
O=c1[nH]c2ccc(S(=O)(=O)NCCO)cc2[nH]1	16	0	-7	-2%	-3%	-5%	-3%	5%	-9%	1%	0%
Cc1ccc2sc(N(CCCN(C)C)C(=O)c3ccc(Br)s3)nc2c1C	-14	0	12	-9%	?	10%	0%	3%	-17%	4%	-1%
COc1cccc(O)c1CN1CCC(C(=O)Nc2ccc(Oc3cccnc3)cc2)CC1	-23	/	7	-3%	30%	0%	-7%	-26%	4%	5%	-11%
CCN(CC)CCN1C(=O)c2oc3ccccc3c(=O)c2C1c1ccc(F)cc1 (stereo not given)	-3	3	-3	7%	17%	1%	1%	/	5%	-1%	-1%
Cc1cccc(NC(=O)c2ccc3nc(N4CCOCC4)sc3c2)c1C	0	0	24	-2%	-12%	-2%	0%	4%	?	-2%	4%
CC[C@]12c3[nH]c4ccccc4c3CCN1C(=O)C(CC(=O)NCc1ccco1)C[C@@H]2C(=O)N1CCN(C(=O)c2ccco2)CC1 (stereo not given in full)	3	/	5	/	/	-5%	/	10%	/	/	0%
COC(=O)C1=C(C)NC=C([N+](=O)[O-])C1c1ccc(OC)cc1 (stereo not given)	/	-3	3	-1%	14%	-1%	-1%	-3%	-16%	-1%	9%
CCc1[nH]nc2c1C1(CCOC1C)C(C#N)=C(N)O2 (stereo not given)	-3	6	-15	-3%	25%	3%	9%	-2%	0%	17%	0%
O=C(CSc1ncccn1)NN=C1CCCCCCC1	6	3	-6	0%	-4%	-1%	-1%	-3%	21%	4%	-2%
CCC1NC(=S)NC(C)=C1C(=O)c1ccccc1 (stereo not given)	-116*	5	-24	-7%	10µM*	1%	-3%	-7%	-21%	-3%	-4%
O=C(CN(C(=O)c1csnn1)c1ccc(F)cc1)NCCc1ccccc1	-5	0	15	0%	-13%	3%	16%	2%	9%	1%	-1%
COCCCN1C(=O)C(=O)/C(=C(/O)c2ccc(S(=O)(=O)N3CCCCC3)cc2)C1c1ccc(F)cc1 (stereo not given)	-12	/	-10	-4%	0%	-8%	0%	2%	-3%	5%	4%
Cn1c(=O)n(CC(=O)NCC2CCCO2)c(=O)c2c3c(sc21)CCCC3 (stereo not given)	-8	/	-1	-7%	-5%	0%	-4%	1%	-6%	3%	0%
Cc1c(OC(C)C(=O)NCC(O)c2ccccc2)ccc2c3c(c(=O)oc12)CCC3 (stereo not given)	3	-1	23	-4%	-1%	-13%	-2%	-10%	2%	-2%	6%
Cc1ccc(S(=O)(=O)N(CC(O)CN2CCCCC2)c2ccccc2)cc1 (stereo not given)	-32	0	-20	0%	?	1%	5%	6%	4%	1%	-2%
CCC(Oc1ccc(F)cc1)C(=O)N1CCCCCCC1 (stereo not given)	3	1	-17	-6%	8%	-2%	1%	?	-5%	1%	-1%
COc1ccccc1N1CCN(C(=O)CCCCn2c(=O)[nH]c3ccsc3c2=O)CC1	15	1	-16	-1%	-2%	-3%	-3%	3%	4%	0%	-9%
CCC(C(=O)NC1CCCC1)N(C(=O)Cn1nnc(-c2ccc(C)o2)n1)c1ccccc1OC (stereo not given)	-2	1	-19	1%	-2%	0%	0%	1%	19%	0%	2%
CCCCNC(=S)N/N=C/c1ccc(C)s1	-2	0	3	18%	1µM*	6%	3%	-3%	2.5µM*	?	21%
CSc1ccc(Cl)c(C(=O)OCC(=O)NCc2ccco2)c1	-7	-1	5	-4%	23%	?	2%	-5%	19%	3%	1%
C=CCN1C(=O)/C(=C\c2cccc(OC(=O)c3ccco3)c2)SC1=S	-4	0	10	-9%	0%	0%	1%	0%	13%	0%	16%
CCN1C(=O)[C@H]2[C@@H](c3ccc(C)cc3)N3C(=O)N(c4cccc(Cl)c4)C(=O)[C@@]3(Cc3ccc(Cl)cc3)[C@H]2C1=O	-14	/	12	-1%	/	0%	-3%	3%	/	1%	-13%

Copied from the list.
uPA generation, `CCN1C(=O)[C@H]2[C@@H](c3ccc(C)cc3)N3C(=O)N(c4cccc(Cl)c4)C(=O)[C@@]3(Cc3ccc(Cl)cc3)[C@H]2C1=O` reads 3%
uPA generation, `Cc1ccc(S(=O)(=O)N(CC(O)CN2CCCCC2)c2ccccc2)cc1` (stereo not given) reads 6%

Gathered by group, the compounds so far with an aryl thioether with sulfur outside any ring.
smiles	KCNH2 3.1 inh	Coupling enz	Giardia kill	NPC1 promoter act	RORgamma inh	Tb PFK inh	Rab9 promoter act	uPA generation	VP16 counter	FLuc counter	ELG1 genotoxic
O=C(CSc1ncccn1)NN=C1CCCCCCC1	6	3	-6	0%	-4%	-1%	-1%	-3%	21%	4%	-2%
CSc1ccc(Cl)c(C(=O)OCC(=O)NCc2ccco2)c1	-7	-1	5	-4%	23%	?	2%	-5%	19%	3%	1%

The list continues.
smiles	KCNH2 3.1 inh	Coupling enz	Giardia kill	NPC1 promoter act	RORgamma inh	Tb PFK inh	Rab9 promoter act	uPA generation	VP16 counter	FLuc counter	ELG1 genotoxic
CCOC(=O)COc1ccc(Br)cc1/C=C/c1[nH]c(=O)[nH]c(=O)c1[N+](=O)[O-]	13	3	-10	-7%	-4%	-2%	-11%	-4%	1%	?	-4%
O=C(c1cn(-c2ccccc2)nc1-c1cccs1)N1CCN(c2ccccc2)CC1	-22	1	-7	17%	?	-5%	-3%	/	10%	?	4%
CC(NC(=O)C(=O)Nc1nccs1)c1ccccc1 (stereo not given)	-5	3	7	-4%	-17%	-4%	-1%	1%	-2%	1%	-1%
CCCc1nnc(SCC(=O)Nc2ccc(OC)cc2)o1	0	-6	-21	0%	-1%	-1%	-5%	-2%	-1%	5%	8%
O=C(NC(=S)Nc1cccc(O)c1)C1CCCCC1	-6	/	-24	/	/	-1%	/	-8%	/	/	16%

Printed as active in RORgamma inh, of those listed so far:
| SMILES | NPC1 promoter act | RORgamma inh | Tb PFK inh | Rab9 promoter act | uPA generation |
| --- | --- | --- | --- | --- | --- |
| CCC1NC(=S)NC(C)=C1C(=O)c1ccccc1 (stereo not given) | -7% | 10µM* | 1% | -3% | -7% |
| CCCCNC(=S)N/N=C/c1ccc(C)s1 | 18% | 1µM* | 6% | 3% | -3% |

The order is random. Share with any hit: about 14%.
